Screens deposited in PubChem by NMMLSC.
LNCaP diff act: activators of LNCaP prostate cell differentiation. hit rate 0.56% among 24,000. flow cytometry side scatter, 4 d. side scatter shift, % at 10 µM. AID 795;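 active = side scatter shift above 30%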;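 also: androgen-responsive LNCaP prostate cancer cells in charcoal-stripped serum medium; percent of cells past a gate set so DMSO wells show 10% shift; higher shift means more granular cells and more differentiation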
VLA-4 allo ag: allosterically activates the human VLA-4 integrin; Jurkat cells, LDV-FITC binding, flow cytometry; 24,000 tested, under 10 active; activation, % at 10 µM (by protocol);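 active = fluorescent ligand binding to cells raised by more than 40% of the manganese-induced maximum; inconclusive = compound's own fluorescence above 85% of the ligand control signal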;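 also: 0% = ligand binding without compound and 100% = manganese-stimulated maximal binding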
Target sequence (P13612 whole entry, looked up): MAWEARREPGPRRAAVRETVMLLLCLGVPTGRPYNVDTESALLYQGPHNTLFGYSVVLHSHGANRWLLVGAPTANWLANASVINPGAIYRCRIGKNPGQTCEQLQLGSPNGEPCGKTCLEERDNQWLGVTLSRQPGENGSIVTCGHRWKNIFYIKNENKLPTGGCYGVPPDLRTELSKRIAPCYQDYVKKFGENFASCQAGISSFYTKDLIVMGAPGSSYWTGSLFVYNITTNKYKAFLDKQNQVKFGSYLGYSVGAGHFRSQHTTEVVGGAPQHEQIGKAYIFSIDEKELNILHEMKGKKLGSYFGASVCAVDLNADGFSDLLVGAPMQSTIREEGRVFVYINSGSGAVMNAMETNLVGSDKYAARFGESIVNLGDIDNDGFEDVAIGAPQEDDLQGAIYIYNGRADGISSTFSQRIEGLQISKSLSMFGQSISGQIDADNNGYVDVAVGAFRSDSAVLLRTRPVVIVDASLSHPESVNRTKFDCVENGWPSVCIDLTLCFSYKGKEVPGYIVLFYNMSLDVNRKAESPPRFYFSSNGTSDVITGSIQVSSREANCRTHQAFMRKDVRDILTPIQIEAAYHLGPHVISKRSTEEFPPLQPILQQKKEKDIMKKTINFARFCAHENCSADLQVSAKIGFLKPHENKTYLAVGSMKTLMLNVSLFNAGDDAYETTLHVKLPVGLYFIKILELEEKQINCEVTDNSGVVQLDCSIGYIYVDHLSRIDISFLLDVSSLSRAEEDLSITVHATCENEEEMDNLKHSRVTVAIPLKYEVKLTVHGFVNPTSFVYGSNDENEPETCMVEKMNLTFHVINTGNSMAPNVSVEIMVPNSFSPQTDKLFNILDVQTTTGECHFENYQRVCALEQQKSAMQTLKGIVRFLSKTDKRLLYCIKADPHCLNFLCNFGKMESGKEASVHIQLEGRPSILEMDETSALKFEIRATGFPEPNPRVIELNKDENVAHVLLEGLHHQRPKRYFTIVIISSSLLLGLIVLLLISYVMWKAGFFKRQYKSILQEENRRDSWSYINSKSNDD
VLA-4 antagonist: inhibitors of LDV-FITC ligand binding to Mn2+-activated human VLA-4 integrin. P13612. Jurkat cells, LDV-FITC binding with Mn2+, flow cytometry; 100% = Mn2+-driven binding gain fully reversed. inhibition, % at 10 µM (by protocol). hit rate 0.2% among 24,000. AID 529;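 active = inhibition above 50%; inconclusive = compound itself fluorescent, judged against control cell fluorescence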;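 also: 0% = Mn2+ stimulated cells lacking compound and 100% = ligand binding without Mn2+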
Jurkat autofluor: compound fluoresces in Jurkat cells, VLA-4 screen interference | hit rate 0.61% among 24,000 | compound autofluorescence, flow cytometry; hits give high values; 1 = vehicle-only cell background | fluorescence ratio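 (tested at 10 µM compound in the well)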;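 active = fluorescence ratio above 2.44, which is 1 plus 3 SD of all ratios; inconclusive = signal too bright to measure linearly, ratio around 10 or more; inactive = fluorescence ratio below 2.44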;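 also: green fluorescence of cells measured with 488 nm excitation and 530 nm emission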
Active calls of the source: *; ? = inconclusive.

SMILES | LNCaP diff act | VLA-4 allo ag | VLA-4 antagonist | Jurkat autofluor
Cc1cnc(C(=O)NCCc2ccc(S(=O)(=O)NC(=O)NC3CCCCC3)cc2)cn1 | 4.0 | 5.0 | -20.0 | 1
COc1ccc(CCNC(=O)C2CCCN(C(=O)N(C)C)C2)c(OC)c1 (stereo not drawn) | 7.0 | 0.0 | -3.0 | 0.95
O=C(NCCC1=CCCCC1)C1CC(=O)N(C2CCCCC2)C1 (stereo not drawn) | 4.0 | 6.0 | -10.0 | 0.97
COC(=O)c1cc2c(s1)CS(=O)C2 (stereo not drawn) | 8.0 | 0.0 | -10.5 | 0.99
Cc1ccc2cc3cc(C(=O)N4CCCCC4C)oc3nc2c1 (stereo not drawn) | 4.0 | 2.0 | 3.0 | 1.04
Cc1noc(C)c1S(=O)(=O)N(CC(=O)Nc1ccc2c(c1)OCCO2)c1ccc(C(C)C)cc1 | 7.0 | -8.0 | 13.0 | 1.05
CC1CCc2c(sc3nc(SCc4nc(-c5ccccc5)no4)n(C)c(=O)c23)C1 (stereo not drawn) | 3.0 | -5.0 | 3.0 | 1.1
CCOC(=O)N1CCN(C(=O)c2ccc3c(=O)n(Cc4ccc(OC)cc4)c(=S)[nH]c3c2)CC1 | 7.0 | -8.0 | -16.3 | 1.02
O=C(CCSc1nccn1Cc1ccccc1)N1CCOCC1 | 5.0 | -1.5 | -14.0 | 1
O=C(Nc1c(C(=O)NCc2ccco2)cnn1-c1ccccc1)c1ccc(F)cc1 | 9.0 | 3.5 | -25.5 | 1.06
COc1cccc(CNC(=O)Cn2cccc2)c1 | 2.0 | 0.0 | -34.0 | 1.13
COc1ccc(N(CC(=O)Nc2cc(C(=O)O)ccc2C)S(=O)(=O)c2c(C)noc2C)cc1 | 15.0 | 9.0 | -9.0 | 0.91
Cc1ccc(-c2nn3c(C)nnc3s2)cc1NC(=O)C(C)C | 8.0 | -2.0 | 0.0 | 1.04
O=C(NCCN1CCN(c2ccccc2)CC1)c1ccc(NC(=O)C2CCCO2)cc1 (stereo not drawn) | 7.0 | 3.0 | -16.7 | 1.04
CC1CCc2cc(F)cc3c(O)c(C(=O)Nc4cnccn4)c(=O)n1c23 (stereo not drawn) | 8.0 | 1.5 | -16.0 | 1.05
O=C(NCCN1C(=O)C2C3C=CC(C3)C2C1=O)NCc1ccccc1 (stereo not drawn) | 9.0 | -1.0 | -10.0 | 0.84
O=C(CN1C(=O)COc2ccccc21)NCCCN1CCc2ccccc2C1 | 9.0 | 1.7 | -4.0 | 0.98
Cc1ccc(-c2nn[nH]n2)cc1 | 17.0 | 3.5 | -11.5 | 1.07
O=S(=O)(c1ccc(Br)s1)n1cccn1 | 2.0 | 2.0 | 2.0 | 1.03
Cc1cc(C)n2nc3nc(N4CCCCC4)nc(-c4ccco4)c3c2n1 | 11.0 | ? | ? | 1.43
O=C(C1CCCN1S(=O)(=O)c1ccc(Cl)c(Cl)c1)N1CCOCC1 (stereo not drawn) | 13.0 | 3.0 | -12.0 | 0.99
Cc1ccc(-c2noc(CCC(=O)NCCN3CCc4ccccc4C3)n2)cc1 | 19.0 | ? | ? | 1.11
Cn1c(=O)c2cc(S(=O)(=O)NCCC(=O)NCC3CCCO3)ccc2n(C)c1=O (stereo not drawn) | 13.0 | 1.5 | -13.0 | 0.95
CCN1CCN(C(c2cccs2)C(C)NC(=O)c2c(F)cccc2F)CC1 (stereo not drawn) | 6.0 | -1.0 | 5.0 | 1.05
COCCN1C(=O)c2ccccc2C(C(=O)NCCCN2CCCC2=O)C1c1c[nH]c2ccccc12 (stereo not drawn) | 8.0 | 10.0 | ? | 0.95
Cc1ccc(NC(=O)C2CCN(S(=O)(=O)c3c(C)n[nH]c3C)CC2)nc1 | 10.0 | 3.0 | 4.0 | 1.06
CCOc1ccc(NC(=O)c2ccccc2OC)cc1 | 0.0 | 0.0 | 14.0 | 1.02
COc1ccc(Cl)c(NC(=O)NCCN2CCN(c3ccccc3)CC2)c1 | 18.0 | -3.0 | 12.0 | 0.94
CCOC(=O)N1CCN(C(=O)CSCc2nc(-c3ccccc3C)oc2C)CC1 | 8.0 | -1.0 | 22.0 | 1.04
CC1CCCN(C(C(=O)Nc2ccc3c(c2)OCCO3)c2ccccc2)C1 (stereo not drawn) | 14.0 | -6.0 | 0.0 | 1.01
COc1ccc(-c2nnc(NC(=O)c3ccc(S(=O)(=O)N4CCCc5ccccc54)cc3)o2)cc1 | 9.0 | -12.0 | 4.0 | 1.11
COc1ccccc1-n1c2c(cc(C(=O)N3CCC(C)CC3)c1=O)C(=O)CC(C)(C)C2 | 4.0 | 3.0 | -8.0 | 1.06
CN(CC(=O)Nc1ccccc1Cl)C(=O)COC(=O)CNC(=O)c1ccc(Br)o1 | 6.0 | -3.5 | -2.0 | 0.98
CC(=O)c1cccc(NC(=O)c2cc(C)no2)c1 | 5.0 | 1.0 | 3.0 | 1.32
c1ccc(C2(c3ccccc3)OCC(Cn3cncn3)O2)cc1 (stereo not drawn) | 1.0 | 4.0 | 6.0 | 1.07
CCC(=O)N1CCc2cc(S(=O)(=O)CCC(=O)NCc3ccc4c(c3)OCO4)ccc21 | 12.0 | -12.0 | -2.0 | 0.98
CCOc1ccc2nc(N3CCCCCC3)sc2c1 | 10.0 | ? | ? | 1.06
N#CCCN1CCN(S(=O)(=O)c2ccc(S(=O)(=O)NC3CCCC3)cc2)CC1 | 3.0 | 1.7 | -8.7 | 1.06
O=C(CN1CCN(c2ncccn2)CC1)Nc1ccccc1-n1cccc1 | 12.0 | -5.5 | -0.5 | 1.02
CC(C)N(CCNC(=O)c1cn(C)c2ccc(S(=O)(=O)N(C)C)cc2c1=O)Cc1ccccc1 | 2.0 | 2.0 | 1.0 | 1.23
CCOC(=O)CCC(=O)NCc1ccc2[nH]c(C)cc2c1 | 4.0 | 3.0 | 1.0 | 1.05
CCOc1ccc(-n2c(Cc3cc(=O)[nH]c(=O)[nH]3)nnc2SC(C)C)cc1 | 7.0 | 8.0 | 7.0 | 0.98
CC(C)c1ccc(NC(=O)CCNS(=O)(=O)c2cccc3nonc23)cc1 | 5.0 | -6.0 | 8.7 | 1.13
Cc1nnc(SCC(=O)NCc2ccc3c(c2)OCO3)s1 | 10.0 | 4.5 | -6.5 | 1.07
CC(CN(C)Cc1ccccc1)OC(=O)C1COc2ccccc2O1 (stereo not drawn) | 1.0 | -1.0 | -12.0 | 1.05
Cc1ccc(C2C(=O)N(C3CCC(C)CC3)CC(=O)N2C2CC2)cc1 (stereo not drawn) | 9.0 | -2.0 | 10.0 | 1.06
COCc1nc(-c2ccc(-c3ccc(OC)cc3)nc2OC)no1 | 8.0 | 1.0 | 16.0 | 1.14
COc1nc(C)ccc1-c1noc(-c2ccncc2)n1 | 15.0 | -1.0 | 9.0 | 0.97
N=c1sc2ccccc2n1-c1ccccc1 | 5.0 | -3.0 | -1.5 | 1
CN(C1CCCCC1)S(=O)(=O)c1ccc2c(c1)c(=O)c(C(=O)NCCN1CCCC1)cn2C | 2.0 | 1.5 | -21.0 | 0.77
COc1cc2c(=O)n(-c3ccc(C)cc3)c(=O)n(CC(=O)c3ccc4c(c3)OCO4)c2cc1OC | 7.0 | -3.0 | -2.0 | 1.05
COCCn1c(SCC(=O)Nc2nnc(C)s2)nnc1-c1c[nH]c2ccccc12 | 9.0 | ? | ? | 1.04
COc1ccc(OC)c(-c2cc(C(=O)N3CCCc4ccccc43)no2)c1 | 3.0 | -3.0 | 18.0 | 1
CC1=NC(Nc2nc(C)c3ccccc3n2)=NC(C)(C)C1 | 16.0 | ? | ? | 1.78
CC(C)C(NC(=O)C1CCCCC1)C(=O)Nc1ccc2c(c1)OCCO2 (stereo not drawn) | 3.0 | -5.0 | 6.0 | 1.09
CC1=C(C(=O)OCc2ccccc2)C(c2cccnc2)n2ncnc2N1 (stereo not drawn) | 11.0 | 1.0 | 5.0 | 1.09
Cc1cccc(-n2ncc3c(N)ncnc32)c1 | 3.0 | 0.5 | -15.5 | 1.09
CCOc1ccc(CCNC(=O)CCc2nc(-c3ccc(OC)cc3)no2)cc1OCC | 2.0 | 1.0 | 8.7 | 0.96
CC1=C(C(N)=O)C(c2cccc(OCc3ccccc3)c2)n2nnnc2N1 (stereo not drawn) | 12.0 | -8.0 | 17.0 | 1.08
O=C(CCN1C(=O)C2C3C=CC(C3)C2C1=O)N1CCN(c2ccccc2Cl)CC1 (stereo not drawn) | 4.0 | 2.3 | -11.3 | 1.02

3 structures out of the list, ordered by SMILES length, falling:
SMILES | LNCaP diff act | VLA-4 allo ag | VLA-4 antagonist | Jurkat autofluor
COCCn1c(SCC(=O)Nc2nnc(C)s2)nnc1-c1c[nH]c2ccccc12 | 9.0 | ? | ? | 1.04
COc1ccc(OC)c(-c2cc(C(=O)N3CCCc4ccccc43)no2)c1 | 3.0 | -3.0 | 18.0 | 1
N=c1sc2ccccc2n1-c1ccccc1 | 5.0 | -3.0 | -1.5 | 1

(continued)
SMILES | LNCaP diff act | VLA-4 allo ag | VLA-4 antagonist | Jurkat autofluor
COc1ccc(Cl)cc1N1C(=O)C2CCCN2C1c1ccc(F)cc1 (stereo not drawn) | 10.0 | 2.0 | -11.0 | 0.96
Nc1cc(OC(=O)c2cccs2)nn1S(=O)(=O)c1ccc(F)cc1 | 7.0 | 3.0 | -15.0 | 0.88
O=C1CC(c2ccco2)CC(O)=C1C=NCCN1CCNCC1 (stereo not drawn) | 4.0 | -4.5 | -7.0 | 0.94
Cc1ccc(CCNC(=O)c2nnn(-c3cccc(C)c3)c2N)cc1 | 7.0 | ? | ? | 1.34
CCn1cc(Cl)c(C(=O)Nc2nc3ccccc3n2CCN2CCCCC2)n1 | 12.0 | 12.0 | -24.0 | 0.95
COc1cc(CC(=O)Oc2ccc3c(c2)OCO3)cc(OC)c1OC | 8.0 | 3.0 | -8.5 | 1.06
CCC(C)(C(=O)Nc1ccc2c(c1)OCCO2)N(C(C)=O)c1ccc(C(N)=O)cc1 (stereo not drawn) | 12.0 | 2.0 | -9.0 | 1.03
COc1ccc(CNC(=O)c2cc(-c3ccco3)on2)cc1 | 3.0 | -4.0 | 12.0 | 1.21
O=C(NCCN1CCN(c2ccccc2F)CC1)c1cccn2c(=O)c3ccccc3nc12 | 6.0 | ? | ? | 1.53
COC(=O)Cc1c(C)c2ccc(OCC(=O)N3CCOCC3)cc2oc1=O | 10.0 | 5.5 | -16.5 | 1.02
O=C(CCNC(=O)Cn1ccc2ccccc2c1=O)NCCCN1CCN(c2ccccc2F)CC1 | 22.0 | 10.5 | -31.0 | 0.93
O=C(C1CCC1)N1CCc2cc(S(=O)(=O)Nc3ccc4c(c3)OCO4)ccc21 | 10.0 | -2.3 | -0.5 | 1.12
COc1ccc(Nc2cc(C)nc3nc(C)nn23)cc1Cl | 11.0 | 5.0 | 0.0 | 1.03
CSc1ccc(-c2nnn(Cc3ccccn3)n2)cc1 | 6.0 | 4.0 | -10.0 | 1.05
CCCn1c2ccccc2c2nnc(SCC(=O)OCC)nc21 | 3.0 | -4.0 | 1.3 | 1.12

Brought forward from above: 5 compounds; new compounds follow.
SMILES | LNCaP diff act | VLA-4 allo ag | VLA-4 antagonist | Jurkat autofluor
O=C(CCNC(=O)Cn1ccc2ccccc2c1=O)NCCCN1CCN(c2ccccc2F)CC1 | 22.0 | 10.5 | -31.0 | 0.93
O=C(C1CCC1)N1CCc2cc(S(=O)(=O)Nc3ccc4c(c3)OCO4)ccc21 | 10.0 | -2.3 | -0.5 | 1.12
COc1ccc(Nc2cc(C)nc3nc(C)nn23)cc1Cl | 11.0 | 5.0 | 0.0 | 1.03
CSc1ccc(-c2nnn(Cc3ccccn3)n2)cc1 | 6.0 | 4.0 | -10.0 | 1.05
CCCn1c2ccccc2c2nnc(SCC(=O)OCC)nc21 | 3.0 | -4.0 | 1.3 | 1.12
O=C(Cn1nc(Cc2cccnc2)c2ccccc2c1=O)N1CCN(C(=O)c2ccco2)CC1 | 6.0 | 0.0 | 2.0 | 1.04
O=C(NCCC1=CCCCC1)C1CCCN(S(=O)(=O)c2cccc3cccnc23)C1 (stereo not drawn) | 5.0 | ? | ? | 1.13
CCOC(=O)C(Cc1ccccc1)NC(=O)Cn1nnc(-c2ccccc2)n1 (stereo not drawn) | 9.0 | 2.0 | -12.0 | 1.08
C=C1[C@@H](C)C2[C@H](Cc3ccccc3)NC(=O)[C@]23OC(=O)CC[C@H](O)CCC[C@H](C)C/C=C/[C@H]3[C@@H]1O (stereo partly drawn) | 7.0 | -6.0 | 12.0 | 0.97
O=C(CSc1nc2ccccc2c2nc3ccccc3n12)NCc1ccco1 | 9.0 | -8.0 | -2.0 | 1.04
COc1ccc(S(=O)(=O)NCCCCCC(=O)NCCCN2CCOCC2)cc1 | 8.0 | 0.4 | 4.0 | 1.07
CCN(c1cccc(C(F)(F)F)c1)S(=O)(=O)c1ccc2c(c1)CCN2C(=O)C1CC1 | 6.0 | -2.0 | -2.7 | 1.05
CC(C)(C)c1nnc(NC(=O)CN2C(=O)C3C4C=CC(C4)C3C2=O)s1 (stereo not drawn) | 15.0 | -1.0 | -9.0 | 1.09

Some of the compounds tested; count on the stated rates, not on these rows.
